Source: PubChem (several laboratories)
VLA-4 inh: inhibition in a human VLA-4 binding assay | P13612 | 330,000 tested, 0.2% active | VLA-4 expressing cells, ligand binding flow cytometry | AID 2557 | inhibition, % (about 7 µM as worked out from the volumes in the protocol); in the data active = inhibition above about 50%
CR mimetic SO: yeast age-related superoxide inhibition as caloric restriction mimetic | S. cerevisiae aged cells, superoxide DHE fluorescence; stronger effect = lower value | superoxide response (% of plate mean), % at 10 µM | 330,000 tested, 0.18% active;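 active = superoxide response under a set limit, about three screen SD below normal, cut at about 65% in these data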;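 note: yeast aged for seven days with compound at 30 °C before DHE staining; 100% = average MFI of all compound-treated wells on the plate with controls excluded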
CIT2-GFP yeast: modulators of TOR pathway CIT2-GFP in S. cerevisiae; AID 2029; 320,000 tested, 0.065% active; S. cerevisiae CIT2-GFP strain, flow cytometry, 3 h; 100 means same as DMSO wells; GFP response vs DMSO, % at 10 µM;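 active = GFP response relative to DMSO above a set limit, near the screen mean plus 3 SD, cut at about 150% in these data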;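 note: ratio of well median GFP fluorescence to mean of DMSO wells on the plate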
MEX-5 binding: C. elegans MEX-5 TCR-2 RNA binding activity. MEX-5/FITC-TCR2 RNA binding, fluorescence polarization; stronger effect = lower value. activity score (negative = inhibition of binding), % at 10 µM. 300,000 tested, 0.38% active;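 active = inhibition past about -25% in most replicates, and total fluorescence under double the plate's negative control median, limit read from the data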;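 note: 0% = DMSO and -100% = 5 µM competing unlabeled TCR2 RNA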
AGP1 TOR yeast: modulators of TOR pathway AGP1-GFP in S. cerevisiae | S. cerevisiae AGP1-GFP multiplex flow cytometry, 3 h; GFP as percent of DMSO wells | GFP response vs DMSO, % at 10 µM | 320,000 tested, 0.02% active | AID 2066;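 active = GFP response relative to DMSO above a set limit, near screen average plus 3 SD, cut at about 150% in these data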;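 note: median GFP channel fluorescence of the gated AGP1 strain per well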
GLD-1 RNA inh: GLD-1-TGE RNA interaction inhibition (C. elegans) | purified GLD-1 + fluorescein TGE RNA, fluorescence polarization | Q17339 | 320,000 tested, 0.44% active | inhibition, % at 5.96 µM;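 active = percent inhibition above a per-plate cutoff, the plate mean of test compounds plus 3 SD, cut at about 30% in these data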;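 note: 0% = DMSO wells with GLD-1 and probe and 100% = wells lacking GLD-1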
Target sequence (Q17339 whole entry, looked up): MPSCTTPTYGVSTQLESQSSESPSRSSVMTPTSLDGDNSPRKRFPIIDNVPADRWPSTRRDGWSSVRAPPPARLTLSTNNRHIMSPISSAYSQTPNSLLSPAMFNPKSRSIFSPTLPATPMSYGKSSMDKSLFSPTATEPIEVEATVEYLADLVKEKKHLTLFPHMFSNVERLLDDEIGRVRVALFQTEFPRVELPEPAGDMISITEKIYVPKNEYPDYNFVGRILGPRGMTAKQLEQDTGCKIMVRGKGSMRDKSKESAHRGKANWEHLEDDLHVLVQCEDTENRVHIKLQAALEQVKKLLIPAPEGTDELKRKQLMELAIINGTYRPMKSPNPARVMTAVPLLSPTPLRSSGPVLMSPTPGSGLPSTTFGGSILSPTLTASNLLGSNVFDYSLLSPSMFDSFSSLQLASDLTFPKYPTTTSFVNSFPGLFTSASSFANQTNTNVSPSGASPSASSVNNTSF
MCL1 BIM primary: disrupts human MCL1 binding to BIM-BH3 peptide. Q07820. GST-MCL1 / FITC-Bim-BH3 fluorescence polarization. inhibition, % at 10.9 µM. 320,000 tested, 0.68% active. AID 2057;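 active = inhibition above the mean inhibition of all tested compounds plus 3 SD, set per campaign, cut at about 40% in these data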;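 note: 0% = DMSO wells and 100% = unlabeled Bim-BH3 peptide control; higher means more loss of mP so more displacement of Bim peptide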
BCLXL inh: Bcl-xL (human) inhibition; GST-Bcl-xL / FITC-Bim BH3 peptide fluorescence polarization; AID 2129; inhibition, % at 10.9 µM; Q07817; 320,000 tested, 0.7% active;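 active = inhibition above the mean of all tested compounds plus 3 SD, cutoff set per campaign, cut at about 30% in these data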;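 note: 0% = DMSO wells and 100% = unlabeled Bim-BH3 peptide competitor; inhibitors lower millipolarization by displacing the labeled peptide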
GRK2 inh: inhibitors of human GRK2 displacing RNA aptamer; P25098; bead flow cytometry, FAM-aptamer displacement from GRK2; inhibition of aptamer binding, % at 10 µM; 330,000 tested, 0.59% active;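 active = inhibition of aptamer binding above 40%, roughly 3 SD of noise, on plates passing a quality check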;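 note: median bead fluorescence of bound FAM aptamer so fluorescent compounds give negative values; no value below 0 was filed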
Target sequence (P25098 whole entry, looked up): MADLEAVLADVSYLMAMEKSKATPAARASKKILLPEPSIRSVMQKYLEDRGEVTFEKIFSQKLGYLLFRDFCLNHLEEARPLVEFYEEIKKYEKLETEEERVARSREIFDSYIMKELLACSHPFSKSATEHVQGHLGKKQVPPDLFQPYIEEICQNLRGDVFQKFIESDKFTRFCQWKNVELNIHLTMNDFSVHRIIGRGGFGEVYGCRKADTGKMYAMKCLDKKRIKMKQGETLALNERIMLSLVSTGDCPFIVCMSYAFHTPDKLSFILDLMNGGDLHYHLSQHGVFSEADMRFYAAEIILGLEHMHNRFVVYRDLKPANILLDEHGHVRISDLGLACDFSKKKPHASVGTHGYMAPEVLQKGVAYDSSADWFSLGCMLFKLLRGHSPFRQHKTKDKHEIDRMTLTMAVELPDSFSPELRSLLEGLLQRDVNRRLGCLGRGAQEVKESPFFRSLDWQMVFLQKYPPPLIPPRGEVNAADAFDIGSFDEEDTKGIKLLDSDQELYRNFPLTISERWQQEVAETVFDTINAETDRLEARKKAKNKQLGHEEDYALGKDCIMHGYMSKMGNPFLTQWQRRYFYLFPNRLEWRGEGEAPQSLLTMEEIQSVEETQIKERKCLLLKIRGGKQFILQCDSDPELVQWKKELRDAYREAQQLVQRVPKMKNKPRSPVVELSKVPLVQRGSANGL
* hit, by the source's call; i = inactive; . = no result given.

No. | canonical_smiles | VLA-4 inh | CR mimetic SO | CIT2-GFP yeast | MEX-5 binding | AGP1 TOR yeast
1 | CCOC(=O)c1c(C)[nH]c(C(=O)CC(=O)OC)c1C | 30 | 99 | 95 | 2.1 | 100
2 | C[C@H](CO)N1C[C@H](C)[C@@H](CN(C)S(=O)(=O)c2cn(C)cn2)Oc2ccc(NC(=O)NC3CCCCC3)cc2C1=O | -10 | 95 | 94 | . | 97
3 | COc1ccc(N(C(=O)c2ccco2)S(=O)(=O)c2ccccc2)cc1 | -3 | 100 | 109 | -0.5 | 105
4 | Cn1c(N2CCN(C(c3ccccc3)c3ccccc3)CC2)nc2ccccc21 | 8 | 91 | 100 | -0.2 | 92
5 | CC(=O)CC1=NC(C)(C)Cc2ccccc21 | 10 | 98 | 88 | -2.0 | 109
6 | CCC(=O)N1CCN(c2nc(-c3ccccc3)c3c(c2C#N)CCCC3)CC1 | -11 | 98 | 105 | 1.3 | 102
7 | CCCCNC(=O)O[C@@H]1C[C@H]2CCCC(=O)N3CC[C@@H](C1)[C@@H]23 | 20 | 102 | 74 | 0.6 | 86
8 | Cn1c(=O)n(C)c2cc(NS(=O)(=O)c3ccccc3[N+](=O)[O-])ccc21 | -22 | 93 | 105 | 0.9 | 102
9 | O=C1CC(c2ccccc2)c2cccc(F)c21 (centres undefined) | 14 | 111 | 104 | -0.4 | 100
10 | O=C(O)c1cccnc1SC1CC(=O)N(Cc2ccccc2)C1=O (centres undefined) | -26 | 93 | 89 | 1.7 | 99
11 | COc1ccc(-c2nc(CS(=O)(=O)CC(=O)NCCCc3ccccc3)c(C)o2)cc1 | -16 | 102 | 111 | 1.4 | 113
12 | COc1ccc(CNC(=O)c2cc(C)nc3ccccc23)cc1OC | -5 | 94 | 105 | -0.5 | 118

No. | GLD-1 RNA inh | MCL1 BIM primary | BCLXL inh | GRK2 inh
1 | -2 | -11 | -6 | 17
2 | 2 | . | . | 0
3 | 0 | -2 | 2 | 0
4 | 7 | -3 | -1 | 98*
5 | 4 | -1 | 3 | 2
6 | 6 | 10 | 6 | 0
7 | 3 | -1 | 3 | 0
8 | 1 | 1 | 4 | 10
9 | 4 | 4 | 5 | 1
10 | 1 | -3 | -3 | 3
11 | 4 | 6 | 5 | 0
12 | 0 | -4 | 0 | 0

The list continues.
No. | canonical_smiles | VLA-4 inh | CR mimetic SO | CIT2-GFP yeast | MEX-5 binding | AGP1 TOR yeast
13 | OCCC1CN(Cc2cccn2-c2nccs2)CCN1CCc1ccccc1 (centres undefined) | 10 | 106 | 92 | 1.4 | 98
14 | Cc1cccc(-c2nnc(SCC(=O)Nc3nc4c(s3)CCCC4)n2C)c1 | 10 | 120 | 105 | 1.3 | 108
15 | N/C(=N\OC(=O)c1cccs1)C1(c2ccc(Cl)cc2Cl)CC1 | 0 | 121 | 98 | -1.8 | 98
16 | Oc1c(Br)cc(Br)cc1CNc1ccccn1 | 11 | 96 | 95 | -1.7 | 97
17 | Cc1ccc(C(=O)CSc2nnc(-c3ccccc3N)n2C)cc1 | 2 | 106 | 92 | -0.2 | 93
18 | COc1ccc(/C=N/N=C2\CC3CCC2(C)C3(C)C)cc1O (centres undefined) | 1 | 95 | 102 | 0.2 | 100
19 | COC(=O)C1=C(C)N(c2ccc(OC)cc2)C(C)=C(C(=O)OC)C1c1ccccc1 | 10 | 84 | 100 | 1.1 | 101
20 | CC(=O)N(Cc1c(C#N)c2ccccc2n1C)c1ccccc1 | 1 | 100 | 91 | 2.5 | .
21 | O=C(CSc1nnc(-c2ccccc2F)n1C1CC1)NCc1ccco1 | 16 | 110 | 92 | . | 98
22 | CCSC1=N/C(=C\c2cccnc2)C(=O)N1c1ccccc1 | 19 | 94 | 92 | 1.3 | 100
23 | CC1=CC(C)(C)N(C(=O)CSc2ncn[nH]2)c2ccccc21 | -2 | 105 | 102 | 0.6 | 99
24 | CC1(c2ccc(C#N)cc2)NC(=O)N(CC(=O)Nc2cc(S(=O)(=O)N3CCOCC3)ccc2Cl)C1=O (centres undefined) | 12 | 107 | 97 | 0.4 | 96

No. | GLD-1 RNA inh | MCL1 BIM primary | BCLXL inh | GRK2 inh
13 | 2 | 9 | 7 | 0
14 | 0 | 5 | 7 | 4
15 | -5 | 2 | 10 | 3
16 | 1 | 2 | 3 | 0
17 | 0 | 0 | 2 | 0
18 | -1 | 1 | 2 | 0
19 | -1 | -6 | -1 | 1
20 | -6 | -2 | -5 | 3
21 | -3 | -13 | -4 | 0
22 | 2 | -1 | 1 | 0
23 | 1 | 3 | 0 | 0
24 | 8 | 0 | -3 | 3

Following part
No. | canonical_smiles | VLA-4 inh | CR mimetic SO | CIT2-GFP yeast | MEX-5 binding | AGP1 TOR yeast
25 | COc1cnn(-c2cc(Oc3ccc(C)cc3)ncn2)c(=O)c1Cl | 12 | 106 | 102 | 0.1 | 100
26 | CN(Cc1ccc(F)cc1)C(=O)c1cc(COc2ccc(F)cc2F)on1 | -3 | 101 | 103 | -4.5 | 104
27 | O=C(CN(C(=O)CCC(=O)Nc1nccs1)c1cccc(F)c1)NCc1ccc2c(c1)OCO2 | -7 | 91 | 109 | 1.3 | 104
28 | O=C(CSc1nccc(=O)[nH]1)NC1CCCc2ccccc21 (centres undefined) | 1 | 94 | 78 | 2.7 | 109
29 | COC(=O)[C@@H](NC(=O)c1ccccc1)[C@@H](C)O | 44 | 98 | 68 | 0.9 | 78
30 | COc1ccc(Br)cc1CN(C)CC(=O)Nc1cccc(S(=O)(=O)N2CCCC2)c1 | 1 | 84 | 107 | . | 105
31 | COCCCN=C1NN=C(c2cc(C)n(Cc3ccco3)c2C)CS1 | 26 | 98 | 102 | -3.5 | 99
32 | Cc1ccc(NC(=O)NNS(=O)(=O)c2ccc(Br)cc2)cc1 | 0 | 93 | 101 | -0.4 | 107
33 | CCSC1=NCCN1C(=O)c1ccc(S(=O)(=O)N(C)C)cc1 | 3 | 116 | 107 | -1.5 | 107
34 | CC(=O)c1ccc(NC(=O)CN2CCN(c3ccccc3)CC2)cc1 | 15 | 119 | 93 | 1.7 | 97
35 | COc1ccccc1NC(=O)c1ccc(-c2ccccc2[N+](=O)[O-])o1 | 0 | 94 | 90 | 2.8 | 92
36 | C=CCOc1ccc(C2C(C#N)=C(N)N(N(C)C)C3=C2C(=O)CCC3)cc1 (centres undefined) | 19 | 95 | 102 | 0.6 | 104

No. | GLD-1 RNA inh | MCL1 BIM primary | BCLXL inh | GRK2 inh
25 | 2 | 10 | 8 | 1
26 | 2 | -1 | 6 | 2
27 | 5 | 4 | 5 | 0
28 | -2 | 4 | 3 | 1
29 | 8 | -2 | 3 | 3
30 | 4 | . | . | 1
31 | 0 | 3 | 0 | 0
32 | -8 | 1 | 3 | 0
33 | -1 | 7 | 4 | 2
34 | -8 | -5 | 2 | 0
35 | 11 | 5 | 8 | 3
36 | -1 | 11 | 8 | 9

2 of the compounds above, with two lines to a compound.
Values run as follows: VLA-4 inh	CR mimetic SO	CIT2-GFP yeast	MEX-5 binding	AGP1 TOR yeast	GLD-1 RNA inh	MCL1 BIM primary	BCLXL inh	GRK2 inh
5. CC(=O)CC1=NC(C)(C)Cc2ccccc21
→ 10	98	88	-2.0	109	4	-1	3	2
32. Cc1ccc(NC(=O)NNS(=O)(=O)c2ccc(Br)cc2)cc1
→ 0	93	101	-0.4	107	-8	1	3	0

Next part.
No. | canonical_smiles | VLA-4 inh | CR mimetic SO | CIT2-GFP yeast | MEX-5 binding | AGP1 TOR yeast
37 | O=S(=O)(c1ccc2c(c1)OCCO2)N1CCN(S(=O)(=O)c2c(F)cc(F)cc2F)CC1 | 11 | 85 | 89 | . | 97
38 | CC(c1ccccc1)N1CC(C(=O)N2CCN(c3ccccc3)CC2)CC1=O (centres undefined) | -34 | 100 | 108 | 2.7 | 103
39 | Cc1ccc(NS(=O)(=O)c2c(C)[nH]c(C)c2C(=O)N2CCCC2)cc1Cl | 21 | 92 | 103 | 0.1 | 100
40 | CCCOC(=O)c1cc(=O)[nH]c2ccccc12 | 12 | 105 | 93 | -0.9 | 97
41 | COC1=C(N)C(=O)c2nc(-c3nc(C(=O)O)c(C)c(-c4ccc(OC)c(OC)c4O)c3N)ccc2C1=O | 41 | i | 71 | . | 67
42 | Cc1ccc2c(c1)N(CC(=O)NCCCN1CCCCC1)C(=O)CO2 | i | 86 | 99 | 1.6 | 96
43 | Cc1ccc(OCC(=O)Nc2ccc(S(=O)(=O)N(C)C3CCN(C)CC3)cc2)c(C)c1 | 3 | 105 | 108 | -0.7 | 112
44 | Cc1ccn(C(=O)c2cc3c(C)nn(-c4ccccc4)c3s2)n1 | 21 | 94 | 114 | -0.1 | 104
45 | O=C(N/N=C/C=C\c1ccccc1[N+](=O)[O-])c1cccs1 | -8 | 118 | 94 | -1.1 | 95
46 | O=[N+]([O-])c1cc(Cl)cc(C2=NCCN2)c1 | 4 | 127 | 96 | 1.9 | 99
47 | CCCn1c(SCC(=O)NCc2ccc3c(c2)OCO3)n[nH]c1=O | 0 | 97 | 93 | . | 103
48 | Cc1ccc(NC(=S)N2CCN(S(=O)(=O)c3ccc(C)cc3)CC2)cc1 | -2 | 117 | 91 | . | 92

No. | GLD-1 RNA inh | MCL1 BIM primary | BCLXL inh | GRK2 inh
37 | -1 | . | . | 0
38 | 7 | 1 | 7 | 0
39 | 0 | 3 | 1 | 1
40 | -12 | -5 | -9 | 2
41 | 6 | . | . | 66*
42 | 3 | 2 | 6 | 3
43 | -6 | -27 | -19 | 0
44 | 0 | -4 | 4 | 0
45 | 5 | 11 | 10 | 5
46 | -4 | 4 | 6 | 1
47 | -5 | -4 | -6 | 2
48 | . | . | . | 0

As a working copy, some entries already given:
No. | canonical_smiles | VLA-4 inh | CR mimetic SO | CIT2-GFP yeast | MEX-5 binding | AGP1 TOR yeast
13 | OCCC1CN(Cc2cccn2-c2nccs2)CCN1CCc1ccccc1 (centres undefined) | 10 | 106 | 92 | 1.4 | 98
14 | Cc1cccc(-c2nnc(SCC(=O)Nc3nc4c(s3)CCCC4)n2C)c1 | 10 | 120 | 105 | 1.3 | 108
15 | N/C(=N\OC(=O)c1cccs1)C1(c2ccc(Cl)cc2Cl)CC1 | 0 | 121 | 98 | -1.8 | 98
16 | Oc1c(Br)cc(Br)cc1CNc1ccccn1 | 11 | 96 | 95 | -1.7 | 97
17 | Cc1ccc(C(=O)CSc2nnc(-c3ccccc3N)n2C)cc1 | 2 | 106 | 92 | -0.2 | 93

No. | GLD-1 RNA inh | MCL1 BIM primary | BCLXL inh | GRK2 inh
13 | 2 | 9 | 7 | 0
14 | 0 | 5 | 7 | 4
15 | -5 | 2 | 10 | 3
16 | 1 | 2 | 3 | 0
17 | 0 | 0 | 2 | 0

(list continues)
No. | canonical_smiles | VLA-4 inh | CR mimetic SO | CIT2-GFP yeast | MEX-5 binding | AGP1 TOR yeast
49 | Cc1ccc2cc(/C=N/NC(=O)CN3CCOCC3)c(Cl)nc2c1 | -12 | 91 | 101 | -4.4 | 96
50 | COc1ccc(CNC(=O)CN(C(=O)c2snc(C(N)=O)c2N)c2cccc(F)c2)cc1 | 4 | 82 | 104 | 1.4 | 112
51 | O=C(CC1C[C@H](C(=O)N2CCOCC2)[C@@]2(CCC3CCCC3)c3[nH]c4ccccc4c3CCN2C1=O)NCC12CC3CC(CC(C3)C1)C2 (some centres undefined) | 33 | 74 | 92 | . | 99
52 | COc1cc(C(=O)OCC(=O)Nc2cc(S(=O)(=O)N3CCOCC3)ccc2C)ccc1OCC(C)C | 12 | 100 | 100 | 0.3 | 100

No. | GLD-1 RNA inh | MCL1 BIM primary | BCLXL inh | GRK2 inh
49 | -5 | 1 | 0 | 0
50 | 2 | 0 | 3 | 6
51 | 7 | . | . | 6
52 | -1 | -5 | 0 | 1
